From PubChem BioAssay
RSV CPE inhibition: RSV antiviral activity via CPE protection, HEp-2 cells, primary 10 µM value included (AID 2391); HEp-2 cells, RSV-induced CPE inhibition; higher % means a stronger effect; CPE inhibition, % at 10 µM, or IC50 in µM where a hit was titrated; 0.13% of 310,000 active; in the data active means a potency from the dose series; inconclusive means CPE inhibition mostly from about 23% at the one dose, without a potency; inactive means the rest, 99 in 100 with CPE inhibition below about 21%; further: strong numbers were not always called active
XIAP displacement: XIAP antagonists, biochemical, IAP family, fluorescence polarization (AID 1018). 0.007% of 200,000 active. XIAP BIR domain, fluorescence polarization peptide displacement; higher % means a stronger effect. one-dose displacement, % at 20 µM; IC50 in µM for titrated hits; in the data active means displacement above about 50%; further: a part of the inactive calls stands beside numbers as strong as those of hits
Myeloid diff MLP: compounds promoting myeloid differentiation; ER-HoxA9 myeloid progenitors, lysozyme-GFP differentiation, flow cytometry; calls only at 10 µM; 1% of 360,000 active; AID 624256;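 active means normalized GFP-positive differentiation at or above the plate's own cutoff, the solvent-only control mean plus 3 SD; inconclusive means no clear call, values can overlap the other calls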;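 further: cells exposed to compound for four days before flow analysis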
PMI inhibitors: MPI enzyme activity inhibition – biochemical, fluorescence intensity, coupled assay, primary screen (AID 1209); inhibition, % at 20 µM, or IC50 in µM where a hit was titrated; 0.42% of 190,000 active; purified PMI enzyme, coupled fluorescence intensity; higher % means a stronger effect;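 further: plate controls were DMSO vehicle for no effect and wells lacking substrate for full effect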
PhoP inhibition: PhoP-dependent GFP reporter repression – Salmonella Typhimurium, primary screen (AID 1863) | S. Typhimurium PhoP-regulated promoter GFP reporter, 4 h; higher % means a stronger effect | inhibition, % at 50 µM; hits with a dose series show IC50 in µM | 0.16% of 300,000 active;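 active means inhibition over 29.93%, a cutoff 3 SD above the screen mean, later confirmed by dose response; inconclusive means inhibition over 29.93% but no dose response follow-up; inactive means inhibition at most 29.93% or unconfirmed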;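 further: 0% = low Mg2+ inducing control and 100% = high Mg2+ repressing control; strong numbers were not always called active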
TNAP activators: stimulation of alkaline phosphatase TNAP activity – biochemical, luminescent, no phosphate acceptor, uHTS, primary screen (AID 1001); purified TNAP, luminescent activation assay, no phosphate acceptor; higher activation fold means a stronger effect; one-dose activation fold at 20 µM; EC50 in µM for titrated hits; 0.03% of 200,000 active; in the data active means activation fold from about 3, or a potency from the dose series; inactive means the rest, 99 in 100 with activation fold below about 1.6; further: many of its hits are not listed in these tables
human PMI inhibitors: MPI inhibition at elevated mannose 6-phosphate – biochemical, fluorescence intensity, high mannose 6-phosphate, primary screen (AID 1220) | recombinant PMI enzyme, coupled fluorescence intensity; higher % means a stronger effect | inhibition, % at 20 µM, or IC50 in µM where a hit was titrated | 0.66% of 190,000 active
WT yeast gro inh: growth inhibition of WT yeast, mitochondrial fusion screen | inhibition, % at 10 µM | 2.1% of 190,000 active | mitochondrial fusion phenotypic screen, WT strain; in the data active means inhibition above about 58%; tested in S. cerevisiae
Siah-1 displacement: blockers of Siah-1 interaction with plectin peptide – biochemical, fluorescence polarization, rhodamine-plectin, uHTS, primary screen (AID 1817); Siah-1 / rhodamine-plectin peptide fluorescence polarization; higher % means a stronger effect; displacement, % at 20 µM, or IC50 in µM where a hit was titrated; 0.02% of 290,000 active;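 active means displacement of at least 50% at 20 µM, with a fluorescence ratio check between 0.3 and a set limit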;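 further: plate controls were Siah plus tracer with DMSO for no effect and tracer alone without Siah for full effect; strong numbers were not always called active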
WT yeast gro inh mutant strain: also measured in WT yeast gro inh; calls as there; inhibition, %; mitochondrial fusion phenotypic screen, mutant strain inhibition
Myeloid diff MLP GFP+ MAC1+ %: second read-out of Myeloid diff MLP, no call of its own (marks repeat the call); GFP+ MAC1+ double positive, %; measured here: differentiation confirmed by MAC1 staining
* marks the source's active call; other numbers are inactive results; i = inactive; ? = inconclusive; . = not tested or not shown. Unless noted, no stated cut-off is given here; in the data, active means inhibition above about 50%; inactive means the rest.

SMILES	RSV CPE inhibition	XIAP displacement	Myeloid diff MLP	Myeloid diff MLP GFP+ MAC1+ %	PMI inhibitors	PhoP inhibition	TNAP activators	human PMI inhibitors	WT yeast gro inh	WT yeast gro inh mutant strain	Siah-1 displacement
COC(=O)CSc1nnc(-c2sc3cc(OC)ccc3c2Cl)n1C	12%	-1.8%	i	1.4	6%	13%	1	1%	13	21	-8%
O=C(O)c1ccccc1SCC(=O)N1CCOCC1	1.9%	-1.6%	i	0.1	-7%	-2%	1.1	4%	9	-1	0%
COc1cc(N)c(Cl)cc1Cl	1.8%	-3.6%	i	0.0	-8%	-2%	1.1	-3%	-3	-2	0%
O=C(CCNS(=O)(=O)c1ccccc1)N1CCCC1	1.3%	.	i	1.0	.	5%	.	.	.	.	9%
CN(Cc1nc2ccccc2c(=O)[nH]1)C(=O)c1ccc(S(=O)(=O)N(C)C)cc1	-0.3%	-0.8%	i	0.6	-1%	-10%	1.1	-2%	-10	-8	-2%
Cc1[nH]c2ccccc2c1/C=N/NC(=O)c1cc(-c2ccncc2)nc2ccccc12	-1.1%	.	i	2.0	.	18%	.	.	.	.	-5%
Cc1ccc(S(=O)(=O)NCC(=O)N(CC(=O)NCC2CCCO2)CC2CCCO2)cc1 (stereo unspecified)	0.0%	14%	i	0.4	-8%	2%	1	-11%	7	-15	-4%
CC(=O)c1ccc(-n2nnnc2SCC(=O)Nc2cccc(NC(=O)c3ccco3)c2)cc1	0.3%	-5.6%	i	0.7	-4%	8%	1	-3%	73*	-11*	-2%
Cc1ccccc1S(=O)(=O)Cc1ccc(C(=O)NC2CCCCCC2)o1	12%	.	?	.	.	-5%	.	.	.	.	-2%
CCc1cc2c(=O)c(-c3nc4ccccc4n3C)c(COCC(=O)O)oc2cc1OC(=O)C(C)(C)C	0.3%	-5.4%	i	2.6	-17%	11%	0.9	-12%	26	4	2%
Cc1cc(NC(=O)CSc2nnc(Nc3ccccc3)s2)no1	2.8%	-13%	i	0.4	5%	8%	1.1	5%	-7	3	-2%
CCOC(=O)N1CCC(=NNc2ccc(S(N)(=O)=O)cc2[N+](=O)[O-])CC1	2.2%	2.7%	i	0.6	6%	3%	0.9	10%	1	7	-4%
C=CCSC1=C(C#N)C(c2ccccc2Cl)CC(=O)N1 (stereo unspecified)	-1.2%	-7.1%	i	0.4	13%	9%	1.1	11%	6	5	-2%
Cc1[nH]c2ccccc2c1C(=O)C(=O)N1CCN(C)CC1	0.6%	-6.7%	i	0.4	-12%	-1%	1	-11%	-1	-2	2%
O=[N+]([O-])c1ccccc1S(=O)(=O)NCCSc1ccccc1	2.9%	.	i	0.6	.	5%	.	.	.	.	0%
CC(C)c1cc(C(=O)N2CCCC(N3CCN(c4ccccc4F)CC3)C2)nc(N)n1 (stereo unspecified)	2.6%	.	i	3.3	.	-5%	.	.	.	.	-1%
CN(C)S(=O)(=O)c1cccc(NC(=O)c2cc(-c3cccs3)nc3ccccc23)c1	2.8%	-1.0%	i	1.2	8%	10%	1.1	11%	-6	-11	-3%
COc1ccc(NC(=S)N2CCN(CCN3C(=O)c4cccc5cccc(c45)C3=O)CC2)cc1	-1.7%	-4.1%	i	0.4	3%	4%	1	-1%	4	0	9%
COCCCNC(=S)NCCc1ccc(F)cc1	0.3%	-4.0%	i	0.8	-2%	4%	1	0%	-4	9	5%
COc1cccc(C(=O)Nc2cccc(-c3nc4ncccc4o3)c2C)c1	2.4%	-1.8%	i	0.7	6%	-6%	1.1	4%	-3	2	4%
O=C(/C=C/c1ccc(Cl)cc1)Nc1ccc(N2CCOCC2)cc1	-0.4%	-6.5%	i	1.1	0%	1%	1.1	2%	-11	1	13%
CCc1cccc(NC(=O)Cn2cc(C=O)c3ccccc32)c1	0.5%	-5.7%	i	0.6	-9%	-2%	1	-10%	-16	4	0%
COc1ccc2c(c1)-c1nc(/N=C/c3c(O)ccc4ccccc34)sc1CC2	.	0.6%	i	0.4	78%*	25%	1	13µM*	15	22	-9%
O=c1c(O)c(-c2cccs2)oc2ccccc12	0.8%	-4.3%	i	2.4	0%	-1%	1.1	0%	11	-1	4%
COc1ccc(/C=C/C(=O)O)cc1S(=O)(=O)N1CCCCC1	-0.1%	-3.1%	i	0.8	12%	4%	1.1	18%	-10	-10	1%

Record cards (already shown). Values in the order: RSV CPE inhibition	XIAP displacement	Myeloid diff MLP	Myeloid diff MLP GFP+ MAC1+ %	PMI inhibitors	PhoP inhibition	TNAP activators	human PMI inhibitors	WT yeast gro inh	WT yeast gro inh mutant strain	Siah-1 displacement
CC(C)c1cc(C(=O)N2CCCC(N3CCN(c4ccccc4F)CC3)C2)nc(N)n1 (stereo unspecified) is listed with 2.6%	.	i	3.3	.	-5%	.	.	.	.	-1%
COc1ccc(NC(=S)N2CCN(CCN3C(=O)c4cccc5cccc(c45)C3=O)CC2)cc1 is listed with -1.7%	-4.1%	i	0.4	3%	4%	1	-1%	4	0	9%

Remaining list, next part:
SMILES	RSV CPE inhibition	XIAP displacement	Myeloid diff MLP	Myeloid diff MLP GFP+ MAC1+ %	PMI inhibitors	PhoP inhibition	TNAP activators	human PMI inhibitors	WT yeast gro inh	WT yeast gro inh mutant strain	Siah-1 displacement
O=C(NCc1cccs1)C1CCCN(S(=O)(=O)c2ccc(Br)s2)C1 (stereo unspecified)	1.8%	-1.4%	i	1.6	10%	-4%	1.1	-1%	-4	13	-1%
Cc1ccc(S(=O)(=O)NC(=NCC(=O)O)c2ccccc2)cc1	0.1%	-4.1%	i	1.1	0%	-2%	1.1	0%	7	-9	2%
CCCc1nn(C)c2c(=O)[nH]c(-c3cc(S(=O)(=O)N(CCO)CCO)ccc3OCC)nc12	0.8%	.	i	0.2	.	-5%	.	.	.	.	-1%
Cc1ccc2ncnc(NCCCN3CCOCC3)c2c1	-0.1%	2.7%	i	2.0	5%	3%	1.1	7%	-4	-1	0%
COc1ccc(-c2cn[nH]c2C)cc1OC	6.5%	-8.3%	i	0.3	-4%	5%	1.2	-2%	-6	6	-7%
CSc1nc(C)cc(SCC(=O)Nc2ccc(Cl)cc2Cl)n1	?	2.3%	i	0.8	12%	3%	1.1	10%	2	5	10%
COc1ccc(CC(=O)N(C)CC(=O)Nc2cccc(F)c2)cc1S(=O)(=O)N1CCOCC1	1.1%	.	i	0.6	.	4%	.	.	.	.	5%
Cc1cccc(C(=O)Nc2ccc3c(c2)C(=O)N(CC(C)C)C3=O)c1	3.2%	-6.5%	i	0.1	5%	-3%	1	2%	3	10	3%
CC(NC(=O)c1cc2ccccc2o1)c1ccccc1 (stereo unspecified)	-0.2%	-3.5%	i	0.8	1%	-3%	1.1	-9%	-10	1	-2%
CCOc1ccccc1N(C)C(=O)c1cc2c(=O)n(CC)c3ccccc3c2s1	?	.	i	0.7	.	2%	.	.	.	.	0%
COc1ccc(NC(=O)C2CCCN(S(=O)(=O)c3cccc4cccnc34)C2)cc1OC (stereo unspecified)	3.0%	-6.6%	i	4.3	10%	-1%	1.1	7%	7	-1	0%
COc1ccc(C(=O)Nc2ccccc2C(=O)NC(C)C)cc1OC	0.9%	-3.3%	i	1.4	6%	5%	1.1	1%	7	12	-2%
O=C(/C=C/c1ccc(Cl)c([N+](=O)[O-])c1)Nc1ccc(N2CCCC2)cc1	0.5%	-3.5%	i	1.1	2%	2%	1	11%	10	12	8%
O=C(Nc1ccn(Cc2c(F)c(F)cc(F)c2F)n1)c1ccc(COc2ccccc2Cl)cc1	7.3%	3.5%	?	.	5%	-6%	1.1	4%	22	12	-1%
CC(C)c1cc(C(=O)NC2CCCc3c2cnn3-c2ccccc2F)no1 (stereo unspecified)	2.8%	.	i	0.0	.	9%	.	.	.	.	3%
Cc1ccc(C(=O)N2CCN(Cc3ccc4c(c3)OCO4)CC2)c(Cl)c1	3.0%	.	i	0.3	.	4%	.	.	.	.	20%
C=CCOC(=O)C1=C(C)OC(N)=C(C#N)C1c1c(C)nn(-c2ccccc2)c1Cl (stereo unspecified)	3.0%	-1.2%	i	0.8	9%	-3%	1	11%	-36	1	-2%
CCCC/C(O)=C/c1nc2ccccc2[nH]c1=O	0.0%	-3.9%	i	0.9	5%	3%	1	-1%	19	10	-6%
O=C(O)c1ccc(S(=O)(=O)N(Cc2cccs2)CC2CCCO2)cc1 (stereo unspecified)	4.8%	.	i	0.2	.	3%	.	.	.	.	-2%
Cc1ccccc1NC(=O)CCC(=O)OCCCC(F)(F)C(F)(F)F	1.3%	-25%	i	0.4	3%	-6%	1.1	4%	0	4	-1%
O=C(CSc1ncnc2c1oc1ccccc12)Nc1ccc2c(c1)OCCO2	2.0%	.	i	0.5	.	3%	.	.	-14	6	.
NC(=O)CSc1nnc(CNc2ccc(F)cc2)n1CC1CCCO1 (stereo unspecified)	0.9%	-3.0%	i	1.0	-5%	2%	1.1	2%	1	9	0%
COc1ccc(C(=O)/C=C2\Sc3ccccc3N2C)cc1	0.7%	1.0%	i	0.4	5%	11%	1.2	-4%	14	-6	-1%
CCOC(=O)c1nnn(-c2nonc2N)c1-c1ccc(F)cc1	1.0%	-12%	i	1.1	4%	-1%	1.1	10%	-12	-28	0%
Cc1cc(Nc2cc(Cl)cc(Cl)c2)nc(N)n1	0.2%	.	i	1.0	.	24%	.	.	.	.	-3%
COc1ccc2c(C)cc(N3CCOCC3)nc2c1	0.1%	0.2%	i	0.6	1%	20%	1.1	2%	20	19	-4%
CC1(C)CC(=O)C=C(NCCN2CCNCC2)C1	-1.0%	-11%	.	.	0%	6%	1.1	-2%	-7	-6	3%
CC(C)C(C(=O)Nc1nccs1)N1C(=O)c2ccccc2C1=O (stereo unspecified)	-0.6%	-4.1%	i	0.3	-2%	.	1.1	-1%	1	-10	9%

7 records drawn at random from those above:
SMILES	RSV CPE inhibition	XIAP displacement	Myeloid diff MLP	Myeloid diff MLP GFP+ MAC1+ %	PMI inhibitors	PhoP inhibition	TNAP activators	human PMI inhibitors	WT yeast gro inh	WT yeast gro inh mutant strain	Siah-1 displacement
COc1ccc2c(C)cc(N3CCOCC3)nc2c1	0.1%	0.2%	i	0.6	1%	20%	1.1	2%	20	19	-4%
CSc1nc(C)cc(SCC(=O)Nc2ccc(Cl)cc2Cl)n1	?	2.3%	i	0.8	12%	3%	1.1	10%	2	5	10%
COc1ccc(NC(=O)C2CCCN(S(=O)(=O)c3cccc4cccnc34)C2)cc1OC (stereo unspecified)	3.0%	-6.6%	i	4.3	10%	-1%	1.1	7%	7	-1	0%
CCCC/C(O)=C/c1nc2ccccc2[nH]c1=O	0.0%	-3.9%	i	0.9	5%	3%	1	-1%	19	10	-6%
CC(C)C(C(=O)Nc1nccs1)N1C(=O)c2ccccc2C1=O (stereo unspecified)	-0.6%	-4.1%	i	0.3	-2%	.	1.1	-1%	1	-10	9%
CC1(C)CC(=O)C=C(NCCN2CCNCC2)C1	-1.0%	-11%	.	.	0%	6%	1.1	-2%	-7	-6	3%
CCOc1ccccc1N(C)C(=O)c1cc2c(=O)n(CC)c3ccccc3c2s1	?	.	i	0.7	.	2%	.	.	.	.	0%
